Source: PubChem BioAssay (National Center for Advancing Translational Sciences (NCATS))
KDM5B inh = inhibitors of human KDM5B histone demethylase; Q9UGL1; KDM5B demethylase, FDH-coupled NADH fluorescence (FDH is formaldehyde dehydrogenase); Potency, µM (series often up to 57.7 µM), without a hit: top-dose activity change, negative = inhibition, usual class: inhibitors; 220,000 tested, 2.6% active; AID 1347165; active means well fitted inhibition curve with a large enough effect; inconclusive means small, poorly fitted or top-dose-only effect; inactive means no such curve, though single readings can be large or run the other way; further: 0% is about no effect; nearly all actives have a fitted effect of over 70% in size
Target sequence (Q9UGL1 whole entry, looked up): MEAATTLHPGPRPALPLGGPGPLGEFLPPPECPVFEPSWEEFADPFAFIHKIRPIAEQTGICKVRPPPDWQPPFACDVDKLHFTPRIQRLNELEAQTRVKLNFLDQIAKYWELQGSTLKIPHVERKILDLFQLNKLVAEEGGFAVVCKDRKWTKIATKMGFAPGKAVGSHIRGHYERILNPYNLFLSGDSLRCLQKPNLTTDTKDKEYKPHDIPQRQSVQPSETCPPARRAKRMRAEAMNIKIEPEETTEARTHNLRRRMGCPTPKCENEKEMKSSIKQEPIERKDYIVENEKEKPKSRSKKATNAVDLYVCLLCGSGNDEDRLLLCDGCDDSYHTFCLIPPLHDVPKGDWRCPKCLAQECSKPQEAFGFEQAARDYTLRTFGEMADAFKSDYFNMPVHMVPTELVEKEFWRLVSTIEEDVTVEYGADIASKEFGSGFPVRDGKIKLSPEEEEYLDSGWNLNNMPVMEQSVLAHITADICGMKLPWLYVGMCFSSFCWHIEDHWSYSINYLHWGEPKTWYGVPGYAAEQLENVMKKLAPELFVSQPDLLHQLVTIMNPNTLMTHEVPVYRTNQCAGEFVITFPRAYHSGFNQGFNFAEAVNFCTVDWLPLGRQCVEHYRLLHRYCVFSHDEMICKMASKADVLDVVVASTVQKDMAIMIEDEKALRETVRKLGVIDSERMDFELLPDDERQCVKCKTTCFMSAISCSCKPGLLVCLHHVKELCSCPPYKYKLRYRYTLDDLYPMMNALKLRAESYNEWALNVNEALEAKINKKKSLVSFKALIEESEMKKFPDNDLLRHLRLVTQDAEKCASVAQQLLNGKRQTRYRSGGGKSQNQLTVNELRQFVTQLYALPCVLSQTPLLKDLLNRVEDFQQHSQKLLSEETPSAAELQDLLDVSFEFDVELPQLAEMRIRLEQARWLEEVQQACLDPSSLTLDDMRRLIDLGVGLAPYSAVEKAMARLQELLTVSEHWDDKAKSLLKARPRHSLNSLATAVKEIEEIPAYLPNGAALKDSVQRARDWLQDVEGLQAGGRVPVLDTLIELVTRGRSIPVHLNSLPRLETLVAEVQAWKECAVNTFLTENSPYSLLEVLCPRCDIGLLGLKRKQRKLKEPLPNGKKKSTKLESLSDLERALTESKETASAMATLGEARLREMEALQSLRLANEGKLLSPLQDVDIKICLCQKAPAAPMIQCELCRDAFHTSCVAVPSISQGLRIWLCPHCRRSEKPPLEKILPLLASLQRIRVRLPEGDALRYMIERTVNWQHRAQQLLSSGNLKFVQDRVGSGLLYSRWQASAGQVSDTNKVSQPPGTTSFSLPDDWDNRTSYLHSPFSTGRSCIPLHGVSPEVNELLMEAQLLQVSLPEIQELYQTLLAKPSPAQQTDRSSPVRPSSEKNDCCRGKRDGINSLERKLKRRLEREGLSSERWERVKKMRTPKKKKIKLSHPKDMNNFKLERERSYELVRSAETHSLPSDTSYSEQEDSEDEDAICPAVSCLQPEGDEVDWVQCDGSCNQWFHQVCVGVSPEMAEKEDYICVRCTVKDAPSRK
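Inhibition is measured as reduced NADH fluorescence generation from FDH coupling to formaldehyde release. Truncated KDM5BΔAP at 200 nM final acts on H3K4me3 peptide (12.5 µM in substrate mix) in pH 7.5 HEPES buffer with Tween-20, 30 min, room temperature.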
An asterisk follows results filed as active; ? = inconclusive; & = joins results of further samples; [ ] = another dose, or the depositor's remark. Potency means the concentration at half of the fitted maximal effect. This is a subset. The share of hits here may be higher or lower than overall.

SMILES | KDM5B inh
CCOc1ccccc1CNC(=O)c1cc(-c2ccc(C)c(C)c2)nc2ccccc12 | -2%
Cc1nc(-c2ccc(F)cc2)n(CC(=O)Nc2cccc(C#N)c2)c(=O)c1CCO | -12%
Cc1ccc(S(=O)(=O)c2cnc(SCC(=O)Nc3ccccc3C(F)(F)F)[nH]c2=O)cc1C | 2%
COc1ccc(CCc2nc3nccc(-c4ccc(OC)cc4F)n3n2)cc1 | 22µM*
COc1ccc(C(=O)N2CCC3(C2)C(=O)N(CCc2ccccc2)c2ccccc23)cc1 (stereo not given) | -11%&-12%
Cn1c(=O)[nH]c(=O)c2c1nc(N1CCN(Cc3ccccc3Cl)CC1)n2C/C=C/c1ccccc1 | 11%
O=C(Nc1ccc(Cl)cc1)N1CCC(N2CCCNC2=O)CC1 | 16%
COC(=O)[C@]12C[C@H](CC(=O)N3CCOCC3)C(=O)N(Cc3ccccc3)C1=C[C@H](COCc1ccccc1)O[C@@H]2C | 22%
CCOc1ccccc1Nc1nc(N)c(C(=O)c2ccc(CC)cc2)s1 | -14%
C=CCN(CC=C)S(=O)(=O)c1cccc2nsnc12 | -9%
O=C(Cn1ncn2nc(-c3cccs3)cc2c1=O)NCc1ccc(Cl)cc1 | -11%
Brc1ccc2oc(-c3ccn[nH]3)cc2c1 | -6%
Cc1cccc(NC(=O)CCn2cnc3ccccc3c2=O)c1 | ?
Cc1oc(-c2ccccc2)nc1CC(=O)NCCc1cccc(F)c1 | 3%
CC(C)(C)OC(=O)N1CCC(c2c(C(=O)Nc3ccc4c(c3)OCO4)cnn2-c2ccc(F)cc2F)CC1 | -23%
Cc1cccc(NC(=S)N(CCc2ccncc2)C(C)C)c1C | 19%
CCc1noc(-c2cn(C3CCCN(C(=O)c4ccc(F)c(F)c4)C3)nn2)n1 (stereo not given) | 22%
COCCNC(=O)c1ccc(CSc2nc3ccncc3n2Cc2ccccc2)cc1 | 3%
CCC(C(=O)N1CCN(c2ccccc2)CC1)n1nc(C)n2c(cc3sccc32)c1=O (stereo not given) | -15%
CCc1ccccc1N1CNc2c(sc3nc(C)cc(COC)c23)C1=O | -18%

4 entries already listed, sorted by the number in KDM5B inh, highest first.
SMILES | KDM5B inh
Cc1cccc(NC(=S)N(CCc2ccncc2)C(C)C)c1C | 19%
Cc1nc(-c2ccc(F)cc2)n(CC(=O)Nc2cccc(C#N)c2)c(=O)c1CCO | -12%
CCc1ccccc1N1CNc2c(sc3nc(C)cc(COC)c23)C1=O | -18%
CC(C)(C)OC(=O)N1CCC(c2c(C(=O)Nc3ccc4c(c3)OCO4)cnn2-c2ccc(F)cc2F)CC1 | -23%

The results go on.
SMILES | KDM5B inh
CCOC(=O)C1=C(C)OC(n2cccc2)=C(C#N)C1c1ccc(OC)c(OC)c1 (stereo not given) | -6%
O=C(CN1C(=O)C(c2ccccc2)=NC12CCCCC2)NCc1ccccc1 | -10%
CCOC(=O)c1ccc(NC(=O)CCc2nc3cccnc3n2Cc2cccs2)cc1 | ?
Cc1cc(C)c(NC(=O)C2CCN(c3nnc(C)c4c(C)n(-c5ccccc5)nc34)CC2)c(C)c1 | ?
CC(C)C(=O)N(Cc1ccc2cc[nH]c2c1)C1CC1 | 15%
CCCn1nc(C(=O)OC(C)C(=O)NCc2ccc(F)cc2)c2ccccc2c1=O (stereo not given) | 5%
CCOc1cccc(CNC(=O)C2CCCN(c3cnc4nc(C)c(C)nc4c3)C2)c1 (stereo not given) | 9%
CCCN1CCC2(Cc3ccccc3CN(C(=O)Cc3ccc(O)cc3)C2)C1 (stereo not given) | -19%[115 µM]
O=C(Nn1cnnc1)c1ccc(Cl)c(Cl)c1 | 9%
Nc1nc(C2CC(O)C2)cc(N2CCC(O)(Cn3ccnc3)CC2)n1 (stereo not given) | -1%
COc1cccc(N2CCN(C(=O)C3CCN(c4cnc5nccnc5c4)CC3)CC2)c1 | -1%
CC(=O)c1ccc(NC(=O)COC(=O)Cc2cccc3ccccc23)cc1 | -3%
N#Cc1ccccc1NC(=O)c1cnc(N2CCOCC2)c2ccccc12 | ?
COc1ccc(-c2nnc(Nc3ccc(OC)c(C(N)=O)c3)c3ccccc23)cc1 | 12%
COc1ccc(Cn2c(SCc3ccc(C(=O)NC(C)C)cc3)nc3cccnc32)cc1 | ?
CC1CCC(NC(=O)C2(C)Cc3ccccc3C(=O)N2Cc2ccc(F)cc2)CC1 (stereo not given) | -8%
COc1ccc(S(=O)(=O)N2CCN(Cc3cccc([N+](=O)[O-])c3)CC2)cc1 | ?
O=C(Nc1ccc(Br)cc1)C1C2C=CC3(O2)C1C(=O)N(CCN1CCCCC1)C3C(=O)NC1CCCCC1 (stereo not given) | 22%
O=C(c1cccc(OC2CCN(Cc3ccc(F)cc3Cl)CC2)c1)N1CCCC1 | 9%
Cc1cc2oc(=O)cc(Cn3nc(C)c(C)c(C#N)c3=O)c2cc1C | 0%
CCOC(=O)c1cnc2ccc(OC)cc2c1Nc1cccc(Cl)c1C | ?
O=C(NC1C[C@H]2CC[C@@H](C1)N2C(=O)CCCc1ccccc1)c1ccc(F)cc1 (stereo not given in full) | 11%
CN1CC(=O)N(C2CCNCC2)Cc2c(NCCO)ncnc21 | ?
O=[S+]1([O-])NCC2(CCN(Cc3cccc4ccccc34)CC2)Nc2ccccc21 | -14%
COc1ccc(C(=O)N2CCC[C@H]2c2nc(-c3ccc(C)cc3)no2)cn1 | 11%
CC(C)NC(=O)NNC(=O)Cn1nnc(-c2cccc(Cl)c2Cl)n1 | -4%
CC1(C)CC(C(CC(=O)O)Cc2ccccc2)CCO1 (stereo not given) | 12%
Cc1csc2nc(COC(=O)c3cccc(NC(=O)COc4ccc(Cl)cc4)c3)cc(=O)n12 | 1%
CCCNC(=O)C1CCN(c2nnc(-n3cccc3CNc3ccc(OCC)cc3)s2)CC1 | 8%
COc1ccc(OC2CN(C(=O)c3ccc4c(c3)OCO4)C2)cc1 | 18%[149 µM]
Cn1ccc(NC(=O)c2ccc(-c3ncc4cnc(-c5ccccc5)cn34)cc2)n1 | 7.9µM*
CCOC(=O)COc1ccc(Br)cc1/C=C1\NC(=O)NC1=O | -17%
COc1ccccc1NC(=O)CSc1nc2c(sc3ccccc32)c(=O)n1CCN(C)C | ?
O=C(NC1CCN(C(=O)N2CC3CC(C2)[C@H]2CCCC(=O)N2C3)CC1)c1ccsc1 (stereo not given in full) | -6%
O=C(Cn1nc2n(c1=O)CCCCC2)Nc1ccc(Br)cc1 | -11%
O=C1CCCN1Cc1noc(-c2ccccc2)n1 | -4%
Cn1c(CNC(=O)CC[C@H]2NC(=O)c3ccccc3NC2=O)nc2ccccc21 | 12%
COCCn1c(=NC(=O)c2ccc(S(=O)(=O)N3CCOCC3)cc2)sc2cc(S(N)(=O)=O)ccc21 | ?
O=c1[nH]c(C2CCCN(Cc3cccs3)C2)nc2ccc(F)cc12 (stereo not given) | 20%
O=C1CC2(CCN(C(=O)c3ccc(Cl)cc3)CC2)Oc2ccccc21 | ?
Cn1c(=O)c2c(ncn2CC(=O)OCC(=O)NC(=O)c2ccccc2)n(C)c1=O | 12%
c1ccc(-c2nc(SCc3ncc(-c4ccccc4)o3)n[nH]2)cc1 | -15%
CC(C)c1nc2scc(-c3ccc(Cl)cc3)c2c(=O)n1N | 15%
O=C1Nc2ccc(Br)cc2C(=O)N2CCN(C(=O)C3CCNCC3)C[C@H]12 | 38%[activator][86.2 µM]
COc1ccc(CC(=O)N[C@H]2C[C@@H](c3nc(-c4ccc(OC(F)(F)F)cc4)no3)N(C)C2)cc1 | 10%
COc1cccc(-n2cc(CN(C)c3nccc(-c4cccnc4)n3)cn2)c1 | ?
COc1ccc(-n2c(-c3ccc(C)cc3)cc3c2CC(C)(C)CC3=O)cc1Cl | -19%
COc1ccc(C(=O)N[C@@H]2CN(c3ncccn3)C[C@H]2CN(C)C)cn1 | ?
CCOC(=O)c1c(-c2ccc(C)cc2)csc1NC(=O)c1nc(SCC)ncc1Cl | 0%
CCN(CC)C1CCN(C(=O)c2cc(OC)ccc2OC2CCN(C(=O)C3CC3)CC2)C1 (stereo not given) | ?
O=C(c1cc2ccccc2[nH]1)N1CCC(N2CC(OCC3CC3)C23CCOCC3)CC1 (stereo not given) | ?
Clc1nnc(-c2ccccc2)n1C1CC1 | 0%
CCOc1c(Cl)cc(CNc2ccc3[nH]c(=O)[nH]c3c2)cc1OC | -17%
COc1ccc(/C=C/C(=O)OCCCC(c2ccc(F)cc2)c2ccc(F)cc2)cc1OC | ?
Cc1cc(=O)n(CC(=O)NCCc2ccc(Cl)cc2)c(N2CCOCC2)n1 | -24%
Cc1cccc(N2CCN(CCNC(=O)C3COc4ccccc4C3)CC2)c1C (stereo not given) | -12%
CCN(CC)CCNC(=O)C(=O)Nc1ccc(C(=O)OC)cc1 | 13%
O=C(CSc1nnc(NC(=O)c2c(F)cccc2F)s1)NC1CCCCC1 | 18%
CCC(C(=O)NCc1ccc(C)cc1)N1C(=O)CCn2nc(C)cc21 (stereo not given) | -6%
COC(=O)c1sc(=S)n(-c2cccc(OC)c2)c1N | -10%

A different layout for part of the listing above.
SMILES	KDM5B inh
CCOc1c(Cl)cc(CNc2ccc3[nH]c(=O)[nH]c3c2)cc1OC	-17%
COc1ccc(/C=C/C(=O)OCCCC(c2ccc(F)cc2)c2ccc(F)cc2)cc1OC	?

Continued:
SMILES | KDM5B inh
COc1cccc(CN2CC[C@@](C)(O)[C@H](N3CCCC3)C2)c1OC | ?
CCS(=O)(=O)NC(C)C(=O)O (stereo not given) | 9%
CCSC1=N/C(=C\c2sccc2C)C(=O)S1 | 1%
Cc1cccc(-c2noc(-c3ccccc3OCC(=O)Nc3ccc([N+](=O)[O-])cc3)n2)c1 | -2%
CC(C)c1nc(OCC(=O)NCCc2ccccc2)c(C#N)c2c1CCCC2 | -29%
CS(=O)(=O)N1CCC(C2CCN(C(=O)CC3=CCCCC3)C2)CC1 (stereo not given) | -18%
COc1cccc(C(=O)N2CCC(n3nccc3NC(=O)C3CCOC3)CC2)c1 (stereo not given) | 14%
CCC(=O)Nc1ccc(Cl)c(NC(=O)c2ccc3c(c2)OCCO3)c1 | -6%
Cc1cc(Cl)ccc1NC1CN(C(=O)OC(C)(C)C)C1 | -19%[149 µM]
Cc1ncc2n1C(=O)N(C1CCN(Cc3cccnc3)CC1)C2 | ?
Cc1cccc(C)c1OCCCOc1ccccc1/C=N/NC(=O)c1cccc(Cl)c1 | 12%
Cc1nc(-c2c3n(c(=O)n(CC(=O)Nc4cccc(Cl)c4)c2=O)CCCCC3)no1 | -10%
O=C(c1noc(-c2ccc(F)cc2)n1)N1CCN(c2ccccc2F)CC1 | 32µM*
CCCC(NC(=O)Cc1n[nH]c(=O)c2ccccc12)c1ccccc1 (stereo not given) | 11%
CCOc1cc(C2/C(=C(\O)c3ccc(Cl)cc3)C(=O)C(=O)N2c2cc(C)on2)ccc1O (stereo not given) | 15%
COCCC1(N(C)C)CCN(C(=O)CC2CCCCC2)CC1 | -12%
N#Cc1ccc(OC(=O)Cc2ccc3c(c2)OCCO3)cc1 | -18%
O=C(Nc1cc(F)cc(C(F)(F)F)c1)N1CCCOC(Cn2cccn2)C1 (stereo not given) | -12%
CCc1nn(CC(=O)N2CCN(c3cccc(C(F)(F)F)c3)CC2)c(=O)c2cccn12 | -9%
O=C(Cn1cc(SCc2ccccc2F)c2ccccc21)N1CCCCC1 | -18%
O=C(c1cscn1)N1CCc2n[nH]c(=O)n2CC1 | 13%
CN(CC1CCOCC1)S(=O)(=O)c1cccc(C(F)(F)F)c1 | 21%
O=C(CN1CCN(c2ncccc2C(F)(F)F)CC1)NC1CC1 | 18%
Cc1ccc(C)c(-c2nc(Cn3c(=O)cc(-c4ccccc4)c4c(C)nn(C)c43)c(C)o2)c1 | ?
CCN(CC)Cc1cnc2c(C(=O)N3CCCC(COC)C3)cnn2c1 (stereo not given) | -18%
Cc1nn(CCCNC(=O)C2CCOc3ccccc3C2)c(C)c1Cl (stereo not given) | -6%
CC1=C(C(N)=O)C(c2cccnc2)n2nc(SCc3ccccc3F)nc2N1 (stereo not given) | 6%
O=S(=O)(N[C@H]1[C@H](O)[C@H](O)C[C@@H]1c1ccccc1)c1ccc(C(F)(F)F)cc1 | -16%[86.2 µM]
COc1ccc(N2CC(c3nnc(NC(=O)CC(C)(C)C)s3)CC2=O)cc1 (stereo not given) | 13%
Cc1ccc(C(=O)CCC(=O)O)s1 | 13%
CSc1cccc(NC(=O)C2C3C=CC4(O3)C2C(=O)N(CCN2CCOCC2)C4C(=O)NC2CCCCC2)c1 (stereo not given) | -17%
Cn1ccnc1C(=O)N1CC2CC(C1)[C@H]1CCCC(=O)N1C2 (stereo not given in full) | -6%
Cc1c(C(=O)Nc2ccc(F)cc2F)oc2ccc3c(c12)C(=O)CC(C)(C)O3 | ?
Cc1c(C(=O)N2CCCCC2)c(S(=O)(=O)NCCc2ccc(Cl)cc2)c(C)n1C | 0%
Cc1cc(NC(=O)CSc2nc3ccccc3cc2C#N)no1 | 26%
CCOC(=O)C(C)Oc1ccc2c(-c3ccccc3)cc(=O)oc2c1 (stereo not given) | 4%
O=C(NCCc1ccncc1)C1CC(=O)N(c2n[nH]c3ccccc23)C1 (stereo not given) | -10%

In the list so far, five have bromine:
SMILES | KDM5B inh
Brc1ccc2oc(-c3ccn[nH]3)cc2c1 | -6%
O=C(Nc1ccc(Br)cc1)C1C2C=CC3(O2)C1C(=O)N(CCN1CCCCC1)C3C(=O)NC1CCCCC1 (stereo not given) | 22%
CCOC(=O)COc1ccc(Br)cc1/C=C1\NC(=O)NC1=O | -17%
O=C(Cn1nc2n(c1=O)CCCCC2)Nc1ccc(Br)cc1 | -11%
O=C1Nc2ccc(Br)cc2C(=O)N2CCN(C(=O)C3CCNCC3)C[C@H]12 | 38%[activator][86.2 µM]
